BH1578 lux ind – inducers of Vibrio cholerae quorum light production without autoinducers. V. cholerae BH1578 lux reporter, luminescence, 6 h. activation, % at 18.7 µM. 350,000 compounds, 0.16% hits. AID 588436; in the data active = activation mostly above about 9.7%, no sharp cut-off; also: not every result past the cut was called active; inactives centre near 0; reference of the scale not given here
Y pestis TopoI – inhibitors of Yersinia pestis topoisomerase I | 360,000 compounds, 0.064% hits | activity, % at 10 µM | AID 504884 | Y. pestis Topo-I cleavage product accumulation, plate reader; in the data active = activity above about 50%, passing the limit was not always enough; also: inactives centre near 2
BoNT A protease – BoNT A light chain protease inhibition; multiplex microsphere protease substrate cleavage, flow cytometry; 360,000 compounds, 0.17% hits; inhibition, % at 10 µM; also: plate controls were buffer without enzyme for full effect and enzyme alone for no effect
SARS 3CLpro inh – SARS-CoV 3CLpro protease inhibition; 290,000 compounds, 0.14% hits; inhibition, % at 6 µM; P0C6X7; recombinant SARS-CoV 3CLpro, quenched FRET peptide cleavage; in the data active = inhibition above about 12%
SSB-PriA inh – K. pneumoniae PriA-SSBct interaction inhibition | 430,000 compounds, 0.6% hits | inhibition, % at 33 µM | AlphaScreen SSBct-PriA binding, biotinylated peptide; in the data active = inhibition mostly above about 37%, no sharp cut-off; inactive = mostly below about 20%;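 also: plate controls were negative control peptide for no effect and reference peptide for full effect; strong numbers were not always called active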
PrPC surface inh – reduces human prion protein on the cell surface; 370,000 compounds, 0.43% hits; inhibition, % at 13.8 µM; cell surface PrPC, TR-FRET read-out; in the data active = inhibition above about 24%; also: 0% = median of the test wells and 100% = reference compound wells
TcdB inh – blocks C. difficile toxin B glycohydrolase activity; TcdB glycohydrolase enzymatic assay, plate reader; inhibition, % at 9.99 µM; 350,000 compounds, 0.24% hits; AID 652162; in the data active = inhibition above about 10%
Target sequence (P18177 whole entry, looked up): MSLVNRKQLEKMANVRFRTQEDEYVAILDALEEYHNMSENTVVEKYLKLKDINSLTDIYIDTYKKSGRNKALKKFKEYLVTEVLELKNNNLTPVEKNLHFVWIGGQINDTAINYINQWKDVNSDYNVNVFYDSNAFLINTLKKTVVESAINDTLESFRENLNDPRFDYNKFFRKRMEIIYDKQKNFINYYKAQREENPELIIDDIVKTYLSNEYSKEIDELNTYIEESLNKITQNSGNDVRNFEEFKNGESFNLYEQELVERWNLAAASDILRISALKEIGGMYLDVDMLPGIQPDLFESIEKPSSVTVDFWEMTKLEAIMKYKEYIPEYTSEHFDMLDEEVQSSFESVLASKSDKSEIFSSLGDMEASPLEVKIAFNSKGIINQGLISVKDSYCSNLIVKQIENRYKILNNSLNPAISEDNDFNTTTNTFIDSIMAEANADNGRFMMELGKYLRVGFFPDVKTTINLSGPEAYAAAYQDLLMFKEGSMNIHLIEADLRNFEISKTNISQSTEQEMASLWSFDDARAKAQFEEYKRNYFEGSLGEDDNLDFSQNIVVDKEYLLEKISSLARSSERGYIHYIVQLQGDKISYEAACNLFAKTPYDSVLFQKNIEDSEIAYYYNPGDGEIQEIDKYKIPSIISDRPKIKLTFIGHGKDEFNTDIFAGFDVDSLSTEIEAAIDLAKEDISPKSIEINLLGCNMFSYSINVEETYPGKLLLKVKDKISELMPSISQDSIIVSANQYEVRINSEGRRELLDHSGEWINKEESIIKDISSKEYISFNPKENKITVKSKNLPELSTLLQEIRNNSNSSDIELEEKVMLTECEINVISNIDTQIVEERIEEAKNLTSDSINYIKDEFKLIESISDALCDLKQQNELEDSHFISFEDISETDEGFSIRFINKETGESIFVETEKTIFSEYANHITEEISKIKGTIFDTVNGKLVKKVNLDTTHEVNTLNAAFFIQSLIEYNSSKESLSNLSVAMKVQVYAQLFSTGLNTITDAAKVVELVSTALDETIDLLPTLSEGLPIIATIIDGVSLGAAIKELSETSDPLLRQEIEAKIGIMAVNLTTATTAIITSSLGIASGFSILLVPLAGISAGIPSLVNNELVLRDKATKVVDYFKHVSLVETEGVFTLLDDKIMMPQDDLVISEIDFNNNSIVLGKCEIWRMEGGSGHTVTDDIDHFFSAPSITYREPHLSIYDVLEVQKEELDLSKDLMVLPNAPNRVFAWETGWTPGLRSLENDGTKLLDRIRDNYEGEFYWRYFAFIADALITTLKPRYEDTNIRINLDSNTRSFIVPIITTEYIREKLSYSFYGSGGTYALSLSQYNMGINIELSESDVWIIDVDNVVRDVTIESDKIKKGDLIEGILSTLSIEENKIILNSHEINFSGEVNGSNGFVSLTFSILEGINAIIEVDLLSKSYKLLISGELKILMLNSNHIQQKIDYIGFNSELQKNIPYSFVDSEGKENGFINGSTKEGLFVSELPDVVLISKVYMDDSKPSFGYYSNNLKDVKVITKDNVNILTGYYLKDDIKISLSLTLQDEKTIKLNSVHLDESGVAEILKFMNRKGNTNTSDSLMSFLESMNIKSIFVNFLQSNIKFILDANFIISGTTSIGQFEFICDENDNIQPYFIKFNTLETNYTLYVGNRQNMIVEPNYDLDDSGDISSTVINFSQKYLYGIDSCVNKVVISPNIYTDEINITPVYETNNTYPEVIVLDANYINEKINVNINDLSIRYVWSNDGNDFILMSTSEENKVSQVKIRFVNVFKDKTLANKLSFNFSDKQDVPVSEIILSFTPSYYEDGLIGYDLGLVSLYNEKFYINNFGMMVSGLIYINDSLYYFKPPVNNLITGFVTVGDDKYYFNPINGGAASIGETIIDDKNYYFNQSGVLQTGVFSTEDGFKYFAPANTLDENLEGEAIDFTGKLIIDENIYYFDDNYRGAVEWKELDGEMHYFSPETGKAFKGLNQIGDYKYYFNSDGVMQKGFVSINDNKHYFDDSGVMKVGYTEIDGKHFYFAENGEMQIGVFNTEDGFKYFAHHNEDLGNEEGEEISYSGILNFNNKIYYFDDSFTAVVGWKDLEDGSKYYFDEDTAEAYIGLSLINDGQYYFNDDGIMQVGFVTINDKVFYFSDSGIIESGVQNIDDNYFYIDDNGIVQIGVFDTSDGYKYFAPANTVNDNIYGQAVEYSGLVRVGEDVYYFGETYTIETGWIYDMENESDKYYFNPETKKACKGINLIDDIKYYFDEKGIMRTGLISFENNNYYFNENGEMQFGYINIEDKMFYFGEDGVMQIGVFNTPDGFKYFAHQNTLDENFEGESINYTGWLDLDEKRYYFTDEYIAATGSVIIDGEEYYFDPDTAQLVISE
PfHsp40 yeast – compounds rescuing yeast from Plasmodium falciparum HSP40 toxicity; S. cerevisiae expressing PfHsp40, growth rescue, ATP luminescence; growth rescue, % at 12.5 µM; 340,000 compounds, 0.68% hits; in the data active = growth rescue above about 28%, passing the limit was not always enough;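 also: yeast W303a lacking pdr1 and pdr3 grown in galactose medium; growth measured after three days at 30 °C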
Anthrax LF inh2 – anthrax lethal factor protease inhibition | AID 588501 | inhibition, % at 10 µM | 360,000 compounds, 0.12% hits | multiplex microsphere protease cleavage assay, LF | P15917; also: plate controls were buffer without enzyme for full effect and enzyme alone for no effect
Active calls of the source: *; i = inactive; . = no result given; & = joins results of further samples. Rule as the data show it, unless noted: active = inhibition above about 30%; inconclusive = no clear call, values can overlap the other calls; inactive = below that. Only part of the results is shown; the hit share may differ from the screen's.

SMILES | BH1578 lux ind | Y pestis TopoI | BoNT A protease | SARS 3CLpro inh | SSB-PriA inh | PrPC surface inh | TcdB inh | PfHsp40 yeast | Anthrax LF inh2
Cc1nc2nc(-c3ccc(F)cc3)cn2nc1C | 0.9 | -2 | 3.6 | 0 | 1 | -12 | 0.8 | -1.1 | -4
CCN(CC(=O)Nc1ccc2c(c1)OCCO2)C(=O)/C=C/c1ccc([N+](=O)[O-])cc1 | -1.3 | -3 | -0.8 | . | -1 | -6 | -0.2 | 0.5 | -7
CC(C)N1CCN(Cc2ccncc2)CC1CCO (stereo not drawn) | -1.1 | 10 | -1.2 | 1 | -7 | 0 | -3.8 | 3.1 | 1
COC(=O)[C@@H]1C[C@@]2(O)[C@H](O)[C@H](O)[C@H](O)C[C@H]2N1CC(c1ccccc1)c1ccccc1 | -3.0 | 0 | -0.5 | . | -4 | 6 | 1.2 | -1.1 | -3
CCOc1ccc(OCCCC(=O)N(CC)CC(=O)Nc2c(F)cccc2F)cc1 | -5.0 | 6 | -0.8 | . | 2 | 10 | -0.1 | 0.2 | 0
S=c1[nH]cnc2scc(-c3ccc(Br)cc3)c12 | -0.2 | -4 | -0.9 | 2 | -9&-10 | 2 | -0.2 | 0.6 | 0
COc1cc(OC)c(C2C(C(=O)N3CCOCC3)=C(C)NC3=C2C(=O)CC(C)(C)C3)cc1OC (stereo not drawn) | -0.2 | 6 | 1.5 | 3 | -4 | 3 | . | -0.8 | 5
Nc1c(-c2cccc([N+](=O)[O-])c2)nc2ccccn12 | -0.3 | -19 | -1.3 | 0 | 12 | -25 | . | -1.1 | -4
COC(=O)c1cc(OC)c(OC)cc1NC(=S)N1CCCC(CO)C1 (stereo not drawn) | i | 1 | 1.0 | -8 | -19 | 1 | . | 0.4 | 4
Clc1ccc(-c2csc(N/N=C/c3ccc4c(c3)OCO4)n2)cc1 | i | -3 | 0.2 | 2 | . | -2 | -1.1 | 0.3 | -2
COc1ccccc1NS(=O)(=O)c1cc(NC(=O)C2CCC2)ccc1N1CCCCC1 | i | 2 | -0.8 | 2 | -1 | -1 | -1.0 | -0.7 | -1
COc1ccc2c(c1)OC[C@H]1[C@H]2N2C(=O)CN(Cc3ccc(Cl)cc3)C(=O)[C@@]2(C)[C@H]1c1ccccc1 | i | -4 | -0.4 | . | -2 | 2 | 0.9 | 2.8 | -3
C/C(Cl)=C\Cn1c(N2CCCC2)nc2c1c(=O)n(C)c(=O)n2C | i | -2 | -2.3 | -2 | 10 | 0 | 0.4 | -1.5 | 17
Cc1cc2ccccc2nc1SCC(=O)Nc1nc(-c2ccccc2)cs1 | -2.0 | -1 | -0.3 | -4 | -6 | 2 | . | 1.7 | 0
O=C(COC(=O)c1ccccc1)Nc1cccc(S(=O)(=O)N2CCCCC2)c1 | -1.1 | 8 | -1.3 | . | -21 | -6 | 0.6 | -1.4 | -3
CCCNC(=S)Nc1ccc(Nc2ccccc2)cc1 | -0.3 | 5 | -0.4 | -3 | 13 | 7 | . | 4.0 | -6
COc1ccc(CNC(=O)C2Cc3c(-c4ccc5c(c4)OCO5)ccnc3O2)cc1OC (stereo not drawn) | i | 20 | 0.2 | . | . | 11 | -0.3 | . | -4
O=C(N/N=C\c1ccc(-c2cccc(Cl)c2)o1)C(=O)NC1CCCC1 | i | 2 | -0.7 | -3 | . | 9 | 0.0 | -0.4 | -1
CSc1nn(-c2ccc(C(=O)OCC(=O)NC(=O)NC(C)C)cc2)c(=S)s1 | -0.2 | 21 | -0.6 | 2 | 18 | 7 | . | 0.8 | 3
CCN(CC)Cc1c(O)ccc2c(=O)c(Oc3ccccc3OC)coc12 | 0.0 | -2 | 0.5 | 1 | -11 | 4 | . | 3.4 | 2
CCC(C)Nc1cc(C)c(C#N)c2nc3ccccc3n12 (stereo not drawn) | -1.7 | 6 | -2.7 | -8 | -2 | 4 | 0.6 | 0.2 | -8
Cc1nn(CC(=O)NNC(=O)c2ccc(Br)cc2)c(C)c1[N+](=O)[O-] | i | 5 | -0.2 | . | 0 | -6 | -0.3 | 12 | -7
Cc1ccc(S(=O)(=O)N(C)c2ccc(OCC(=O)NCc3ccco3)cc2)cc1 | -0.1 | 25 | 1.1 | 7 | -8 | 2 | . | 1.6 | 6
O=[N+]([O-])c1ccc(N=NNc2ccccc2)cc1 | -0.3 | -13 | 0.1 | 3 | 59 | . | . | -0.6 | -5
CCn1c(=O)cc(SCC(=O)NCc2ccc3c(c2)OCO3)c2ccccc21 | -0.2 | 30 | 0.9 | 3 | -7 | -7 | 1.7 | -1.0 | -1

Taken from above for reference:
SMILES | BH1578 lux ind | Y pestis TopoI | BoNT A protease | SARS 3CLpro inh | SSB-PriA inh | PrPC surface inh | TcdB inh | PfHsp40 yeast | Anthrax LF inh2
CCCNC(=S)Nc1ccc(Nc2ccccc2)cc1 | -0.3 | 5 | -0.4 | -3 | 13 | 7 | . | 4.0 | -6
COc1ccc(CNC(=O)C2Cc3c(-c4ccc5c(c4)OCO5)ccnc3O2)cc1OC (stereo not drawn) | i | 20 | 0.2 | . | . | 11 | -0.3 | . | -4
O=C(N/N=C\c1ccc(-c2cccc(Cl)c2)o1)C(=O)NC1CCCC1 | i | 2 | -0.7 | -3 | . | 9 | 0.0 | -0.4 | -1
CSc1nn(-c2ccc(C(=O)OCC(=O)NC(=O)NC(C)C)cc2)c(=S)s1 | -0.2 | 21 | -0.6 | 2 | 18 | 7 | . | 0.8 | 3
CCN(CC)Cc1c(O)ccc2c(=O)c(Oc3ccccc3OC)coc12 | 0.0 | -2 | 0.5 | 1 | -11 | 4 | . | 3.4 | 2
CCC(C)Nc1cc(C)c(C#N)c2nc3ccccc3n12 (stereo not drawn) | -1.7 | 6 | -2.7 | -8 | -2 | 4 | 0.6 | 0.2 | -8
Cc1nn(CC(=O)NNC(=O)c2ccc(Br)cc2)c(C)c1[N+](=O)[O-] | i | 5 | -0.2 | . | 0 | -6 | -0.3 | 12 | -7
Cc1ccc(S(=O)(=O)N(C)c2ccc(OCC(=O)NCc3ccco3)cc2)cc1 | -0.1 | 25 | 1.1 | 7 | -8 | 2 | . | 1.6 | 6
O=[N+]([O-])c1ccc(N=NNc2ccccc2)cc1 | -0.3 | -13 | 0.1 | 3 | 59 | . | . | -0.6 | -5
CCn1c(=O)cc(SCC(=O)NCc2ccc3c(c2)OCO3)c2ccccc21 | -0.2 | 30 | 0.9 | 3 | -7 | -7 | 1.7 | -1.0 | -1

(continued)
SMILES | BH1578 lux ind | Y pestis TopoI | BoNT A protease | SARS 3CLpro inh | SSB-PriA inh | PrPC surface inh | TcdB inh | PfHsp40 yeast | Anthrax LF inh2
CC(C)Sc1nc2sc(-c3ccccc3)cc2c(=O)n1N | i | -1 | 0.1 | 3 | -5 | 0 | . | -0.3 | -3
CN(C(=O)c1cccc(NC(=O)Cc2ccc(NC(=O)C3CCN(C(=O)CCc4ccccc4)CC3)cc2)c1)C1CCC1 | -1.1 | 17 | -0.4 | . | -1 | 6 | 0.7 | -0.2 | -6
COc1ccc(CCNC(=O)c2ccc(S(=O)(=O)N3CCCCC3)cc2)cc1 | i | 12 | 0.2 | . | 1 | 0 | 1.1 | 0.1 | -3
COc1nc(C)nc(NC(=O)NS(=O)(=O)c2ccc(C)cc2)n1 | -0.3 | 5 | -0.3 | -8 | -10 | 2 | . | -2.0 | 1
COc1ccc(C(=O)Nc2cccc(C(=O)NCc3ccco3)c2)cc1 | -1.3 | 0 | 0.0 | 8 | -3 | 27* | 3.4 | 1.0 | 0
COc1ccc(OCC(=O)Nc2c(C(=O)N3CCN(C)CC3)oc3ccccc23)cc1 | i | 9 | -2.6 | 1 | 9 | -10 | 1.2 | 0.4 | -3
Cc1cc(C)n2nc(SCC(=O)N/N=C/c3ccccc3F)nc2n1 | -0.6 | 11 | 1.2 | -1 | . | -1 | -0.1 | -1.1 | -2
O=C(NCC(c1ccco1)N1CCc2ccccc21)c1ccccc1 (stereo not drawn) | i | 4 | 1.8 | . | 7 | -4 | 1.9 | 0.5 | 2
Cn1c(=O)cc(N)n(-c2ccccc2)c1=O | -0.6 | -1 | -3.2 | -3 | 4 | 10 | -0.1 | 0.1 | -2
COc1ccccc1C(=O)Nc1ccc2c(c1)CCCN2C(=O)c1ccccc1 | -11 | 26 | 0.2 | 4 | 10 | 1 | 0.6 | -0.2 | 0
CC(C)C[C@@H](CN)NC(=O)c1nc[nH]c1C(=O)N[C@@H](C)C(=O)CNC[C@H](C)NC(=O)c1nc[nH]c1C(=O)N[C@@H](Cc1ccccc1)C(=O)O | i | 1 | 0.2 | . | -2 | 1 | 0.4 | -0.7 | 0
CC1CCCCN1C(=O)C1CCCN(S(=O)(=O)c2cccc3nsnc23)C1 (stereo not drawn) | i | -1 | 0.0 | -2 | 3 | -31 | 1.1 | 2.4 | -2
O=C(Nc1nc2ccccc2s1)c1cnccn1 | i | 5 | -0.5 | 0 | 0 | -14 | . | -0.7 | -3
CCc1nc2c(OCCOc3ccc(F)cc3)cccn2c1N(C)C(=O)c1ccco1 | i | 16 | -0.1 | . | . | 0 | 1.6 | . | 0
CCC1=CCN(CCc2c(C)[nH]c3ccccc23)CC1 | -0.3 | 5 | 0.4 | . | -13 | -5 | -0.3 | -0.5 | -5
COc1ccccc1-c1nc(-c2ccccc2)[nH]c(=O)c1C#N | -0.5 | 1 | -0.1 | 2 | 10 | 3 | 0.5 | -0.4 | -1
COc1ccc(-n2c(C)cc(C(=O)CN3C(=O)NC4(CCc5ccccc54)C3=O)c2C)cc1 (stereo not drawn) | -0.3 | 30 | -1.3 | -5 | 27 | 15 | . | 9.7 | -3
COCCN(C(=O)Cc1csc(-c2cccc(Cl)c2)n1)c1c(N)n(Cc2ccccc2)c(=O)[nH]c1=O | i | 26 | 0.6 | . | 0 | -8 | 1.4 | -1.5 | 0
CCCC(=O)N1CCCC1(C)C(=O)Nc1ccc2cn[nH]c2c1 (stereo not drawn) | i | 11 | 0.0 | . | . | -1 | -0.6 | . | 1
O=C1CN(C(=O)c2ccc(Br)o2)C(c2ccc(F)cc2)c2cc(Cl)ccc2N1 (stereo not drawn) | i | 4 | -0.9 | 4 | 13 | 14 | . | 0.0 | -2
C=CCn1c(SCC(C)=O)nc2scc(-c3ccco3)c2c1=O | -0.2 | -11 | -3.8 | 8 | -11 | -4 | -0.1 | 0.5 | 4
CC(C)c1cccc(-c2ccc3c(c2)S(=O)(=O)c2cccc(C(=O)NCc4ccco4)c2C3=O)c1 | -4.5 | -4 | -0.5 | . | -8 | -3 | -1.0 | 2.1 | -6
CCC(=O)NCCc1nc2cc(NC(=O)c3cccc([N+](=O)[O-])c3)ccc2n1C | -0.6 | 2 | -0.7 | 0 | -2 | -29 | 1.2 | -0.6 | 8
O=[N+]([O-])c1c(NCCO)cc(N2CCCCCC2)c2nonc12 | 1.5 | 0 | -4.0 | 0 | -10 | -28 | 1.2 | -1.0 | 100*
COc1ccc(C(=O)OC(C)CN2CCN(C)CC2)cc1 (stereo not drawn) | i | 1 | 5.5 | -4 | -11 | 3 | 1.2 | -0.2 | 7
Cc1cc(C)n(-c2ccc(C(=O)OCC(=O)NCc3ccc(F)cc3)cc2)n1 | i | 6 | -0.4 | 0 | -11 | 7 | 1.4 | 1.5 | -3
COc1ccc(-c2noc(CCC(=O)N3CCN(c4ccccc4C)CC3)n2)cc1 | i | 13 | 0.1 | . | -2 | 1 | 0.5 | 3.0 | 0
CC1(CCOCc2ccccc2)NC(=O)NC1=O (stereo not drawn) | -7.1 | 3 | 0.0 | . | -3 | -2 | -0.7 | 0.1 | -2
N#Cc1c(C(F)(F)F)cc(=O)n2c1[nH]c1ccccc12 | -1.8 | -3 | -1.8 | 4 | 4&-6 | 8 | -1.6 | -1.7 | -14
CC(=O)c1c(OC(=O)c2ccc(C)cc2)c2ccccc2n1C | 0.1 | 2 | -1.3 | 9 | -17 | 1 | -1.4 | 0.7 | -6

High-throughput results: PubChem BioAssay, several laboratories
